Screens deposited in PubChem BioAssay by National Center for Advancing Translational Sciences (NCATS).
12-LOX inh = blocks human arachidonate 12S-lipoxygenase | P18054 | hit rate 1.1% among 580,000 | purified 12hLO, xylenol orange hydroperoxide absorbance | Potency, µM (series often up to 108 µM), without a hit: at the highest dose activity change, negative = inhibition, most hits filed as inhibitors; note: potency is the fitted concentration of half-maximal effect; % is set by controls: 0 for no effect and ±100 for the full control effect
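Hydroperoxide product was detected by ferrous iron/xylenol orange as the 573 to 405 nm absorbance ratio. Arachidonic acid at 40 uM (final) was turned over for 30 min at room temperature by 150 nM human 12hLO, pH 7.0 Hepes buffer, after 15 min compound preincubation.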
ERG Ets-DNA blk = inhibitors of human ERG Ets domain-DNA interaction | hit rate 0.028% among 370,000 | P11308 | fluorescence polarization, His-ERG Ets domain / labelled DNA | Potency, µM (highest dose often 76.9 µM), without a hit: at the highest dose FP activity, negative = inhibition, hits mostly inhibitors; active = well fitted inhibition curve with a large enough effect in the polarisation, with a control signal flat; inconclusive = small, poorly fitted or top-dose-only effect, or effect the other way, or a change in a side signal; inactive = no such curve, though single readings can be large or run the other way; the % refers to the polarisation;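 note: polarization taken with two DNA probes labelled with fluorescein and Texas red; potency is the fitted concentration of half-maximal effect; % of control where 0% means no effect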
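His-tagged ERG Ets domain (1 uM in the protein solution; 300mM KCl, 50mM Tris-HCl, 1mM EDTA, 1mM DTT, pH 7.5) received compound, then a probe mix of 5 nM fluorescein-DNA and 100nM Texas-615-DNA. Fluorescence polarization was read for both dyes.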
Pol iota inh = blocks human DNA polymerase iota activity; Q9UNA4; Pol iota fluorescent replication assay, 10 min; hit rate 1% among 390,000; Potency, µM (top dose mostly 115 µM), without a hit: at the top dose activity, negative = inhibition, most hits filed as inhibitors; note: potency is the fitted concentration of half-maximal effect
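Pol iota at 10 nM preincubated 15 min with compounds at room temperature; reaction started with fluorescent substrate, 50 nM final. Fluorescence read kinetically at 0 and 10 min; buffer-only wells as negative control.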
TRHR agonist = agonists of human TRH receptor; TRHR cells, calcium flux fluo-8, FDSS agonist mode; activation, % at 2 µM; hit rate 0.18% among 360,000; AID 493084; in the data active = activation above about 30%; note: 0% is about no effect
Target sequence (P34981 whole entry, looked up): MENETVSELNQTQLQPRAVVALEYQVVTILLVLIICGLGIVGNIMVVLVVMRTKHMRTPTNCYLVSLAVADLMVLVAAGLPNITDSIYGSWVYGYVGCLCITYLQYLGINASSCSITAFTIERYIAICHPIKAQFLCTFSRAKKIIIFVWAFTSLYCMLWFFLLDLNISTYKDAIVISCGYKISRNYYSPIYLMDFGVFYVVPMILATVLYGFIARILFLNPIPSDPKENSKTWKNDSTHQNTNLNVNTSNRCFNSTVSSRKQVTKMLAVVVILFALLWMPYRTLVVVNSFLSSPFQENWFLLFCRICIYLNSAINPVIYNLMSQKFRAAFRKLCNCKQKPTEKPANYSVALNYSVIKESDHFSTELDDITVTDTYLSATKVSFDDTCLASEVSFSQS
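TRHR-expressing cells, plated overnight in medium with 10% serum, were loaded with fluo-8 calcium dye at room temperature. After a 10 s baseline, library compound was pin-added and calcium release was recorded kinetically (ex 480/em 530) as agonist response.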
APEX1 inh = blocks human APE1 abasic DNA cleavage; P27695; recombinant APE1, TAMRA/BHQ-2 abasic DNA cleavage fluorescence; Potency, µM (doses to about 65.8 µM), without a hit: top-dose activity change, negative = inhibition, hits mostly inhibitors; hit rate 0.35% among 350,000;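 note: potency is the fitted concentration of half-maximal effect; plate controls were vehicle for no effect and reference inhibitor for full effect; nearly all actives have a fitted effect of over 55% in size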
Target sequence (P27695 whole entry, looked up): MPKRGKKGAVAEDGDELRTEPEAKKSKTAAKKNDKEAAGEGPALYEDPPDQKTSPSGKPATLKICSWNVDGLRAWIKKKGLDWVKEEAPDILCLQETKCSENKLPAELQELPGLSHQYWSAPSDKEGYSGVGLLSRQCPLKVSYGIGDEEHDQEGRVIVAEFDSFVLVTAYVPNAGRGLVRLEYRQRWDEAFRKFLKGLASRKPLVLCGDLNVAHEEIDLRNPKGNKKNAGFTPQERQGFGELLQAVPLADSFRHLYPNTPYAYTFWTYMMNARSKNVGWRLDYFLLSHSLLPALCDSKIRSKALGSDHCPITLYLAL
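Compound pre-exposure to 0.75 nM APE1, 15 min at ambient temperature. Reaction initiated with 50 nM TAMRA/BHQ-2 THF substrate, read immediately in kinetic mode, 525 nm excitation, 598 nm emission.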
Pol kappa inh = inhibitors of human DNA polymerase kappa; purified Pol kappa, fluorescent DNA synthesis assay, 10 min; Potency, µM (doses to about 107 µM), inactives show at the top dose activity, negative = inhibition, actives largely listed as inhibitors; hit rate 0.53% among 400,000; AID 588579; note: potency is the fitted concentration of half-maximal effect; % is set by controls: 0 for no effect and ±100 for the full control effect
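First, compounds were pin-transferred onto 10 nM Pol kappa. After 15 min at room temperature, substrate was added to 50 nM final. Fluorescence was then measured kinetically at 0 and 10 min.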
Pol beta inh = blocks human DNA polymerase beta activity; P06746; Pol beta primer extension/strand displacement, fluorescence kinetic; Potency, µM (top dose mostly 114 µM), without a hit: at the top dose activity change, negative = inhibition, actives largely listed as inhibitors; hit rate 1.3% among 340,000; note: potency is the fitted concentration of half-maximal effect; % is set by controls: 0 for no effect and ±100 for the full control effect
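Homogeneous kinetic assay of primer extension and strand displacement by 10 nM Pol beta, preincubated 15 min at room temperature with compound before 50 nM substrate (final) was added. Read at 0 and 10 min; four-parameter Hill fit.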
Apoferritin bind = candidate novel general anesthetic via apoferritin binding; Potency, µM (titrated, usually from 77.5 µM), without a hit: at the highest dose activity change, negative = displacement, usual class: inhibitors; P02791; hit rate 0.074% among 350,000; AID 485281; apoferritin/1-aminoanthracene competitive binding, fluorescence; note: potency is the fitted concentration of half-maximal effect; % is set by controls: 0 for no effect and ±100 for the full control effect; nearly all actives have a fitted effect of over 20% in size
Target sequence (P02791 2-175 limits assumed): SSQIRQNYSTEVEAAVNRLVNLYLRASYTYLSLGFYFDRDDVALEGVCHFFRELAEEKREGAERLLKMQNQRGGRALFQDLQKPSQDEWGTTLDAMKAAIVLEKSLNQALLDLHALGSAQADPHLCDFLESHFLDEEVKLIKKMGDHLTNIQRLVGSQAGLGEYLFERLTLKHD
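Probe: 1-aminoanthracene (50% saturated, PBS). Protein: horse-spleen apoferritin, 10 uM. Incubation: 10 min, room temperature. Detection: 380 nm excitation, 535 nm emission. Analysis: normalized response, four-parameter Hill.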
BLM inh = inhibitors of human Bloom syndrome helicase BLM; Potency, µM (highest dose often 56.1 µM), for the others: at the top dose activity change, negative = inhibition, hits mostly inhibitors; P54132; hit rate 0.2% among 350,000; AID 2528; recombinant BLM DNA unwinding, fluorescence dequenching;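 note: potency is the fitted concentration of half-maximal effect; plate controls were vehicle for no effect and no enzyme for full effect; nearly all actives have a fitted effect of over 35% in size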
Starred values were filed as active, the others as inactive; ? = inconclusive; / = no result given; & = joins results of further samples; [ ] = another dose, or the depositor's remark. Unless noted, calls come from the whole dose curve; as a rule, active = well fitted curve in the direction sought with a large enough effect; inconclusive = small, poorly fitted or top-dose-only effect, or another doubt; inactive = no such curve, though single readings can be large; an effect the other way counts as inactive or inconclusive.

SMILES,TRHR agonist,Apoferritin bind,Pol beta inh,12-LOX inh,Pol iota inh,BLM inh,ERG Ets-DNA blk,Pol kappa inh,APEX1 inh
CC(=O)Nc1cccc(C(=O)OC(C)C(=O)NC(=O)NC2CCCCC2)c1 (stereo not drawn),1.2,/,/,-30%,11%,/,14%,-3%,-2%
CCc1nc(Nc2ccc3c(c2)OCCO3)c2oc3ccccc3c2n1,1.7,261%[activator],?,-54%,?,-18%,1%,-1%,-6%
CCN(CC)S(=O)(=O)c1ccc(-c2nnc3sc4cccc(C)c4n23)cc1,3.6,?,49%,226%[activator],1%,-1%,-5%,-12%,10%
COc1ccc(CNc2ccc(Cl)cc2)cc1Cn1ccnc1,-1.3,3%,15%,2%,108%[activator],-1%,7%,-10%,8%
N/C(=N\S(=O)(=O)c1ccc(Cl)s1)c1ccccc1,0.0,-20%,1%,-11%,-5%,1%,-7%,-9%,1%
Nc1[nH]n2c(=O)cc(-c3ccccc3)nc2c1N=Nc1ccc2c(c1)OCO2,-0.4,-12%,-8%,/,/,1%,/,/,7%
O=[N+]([O-])c1cccc(CNc2ccc3c(c2)CCC3)c1,-0.5,?,5%,?,5%,1%,-5%,-5%,11%
CSc1ncc(C(=O)Nc2ccc(C(C)=O)cc2)c(-c2ccccc2)n1,-0.6&1.1,6%&-3%,8%&1%,-17%&-30%,-2%&-13%,0%&1%,-9%&3%,2%&-6%,-12%
Fc1cccc(-c2nc(-c3ccncc3)no2)c1,0.0,-3%,-14%,?,10%,4%,0%,-14%[60.1 µM],/
CCOC(=O)c1ccc2nc(C)cc(Nc3cccc(C(=O)O)c3)c2c1,0.1&-0.2,-3%&-3%,-11%&-12%,-29%,-10%,0%&-1%,1%,-5%,-5%
NS(=O)(=O)c1ccc(CCNC(=O)c2ccc3c(c2)N(Cc2ccccc2)CCS3)cc1,-0.2,-14%,-27%,-3%,-25%,-5%,-10%,-2%,39%
O=C(Nc1ccc2nc(SCC(=O)N3CCCc4ccccc43)sc2c1)c1cccc(Cl)c1,-0.7,80%[activator],7%,-5%,6%,-7%,-2%,-1%,/
COCCn1c(=O)cnc2cnc(Oc3ccc(OC)cc3)nc21,/,/,/,32%,/,6%,/,0%[60.1 µM],25%
CC(C)C(=O)Nc1nc(-c2ccccc2)ns1,0.2,3%,1%,0%,6%,-1%,2%,-22%,-4%
CCOC(=O)c1ccc(NC(=S)N2CCN(C(=O)C3CCCO3)CC2)cc1 (stereo not drawn),0.0,-5%,3%,-7%,-15%,-1%,7%,5%,55%[activator]

Exported with each value named: 4 of the compounds above.
CCOC(=O)c1ccc2nc(C)cc(Nc3cccc(C(=O)O)c3)c2c1
  TRHR agonist: 0.1&-0.2	Apoferritin bind: -3%&-3%	Pol beta inh: -11%&-12%	12-LOX inh: -29%	Pol iota inh: -10%	BLM inh: 0%&-1%	ERG Ets-DNA blk: 1%	Pol kappa inh: -5%	APEX1 inh: -5%
CCOC(=O)c1ccc(NC(=S)N2CCN(C(=O)C3CCCO3)CC2)cc1 (stereo not drawn)
  TRHR agonist: 0.0	Apoferritin bind: -5%	Pol beta inh: 3%	12-LOX inh: -7%	Pol iota inh: -15%	BLM inh: -1%	ERG Ets-DNA blk: 7%	Pol kappa inh: 5%	APEX1 inh: 55%[activator]
NS(=O)(=O)c1ccc(CCNC(=O)c2ccc3c(c2)N(Cc2ccccc2)CCS3)cc1
  TRHR agonist: -0.2	Apoferritin bind: -14%	Pol beta inh: -27%	12-LOX inh: -3%	Pol iota inh: -25%	BLM inh: -5%	ERG Ets-DNA blk: -10%	Pol kappa inh: -2%	APEX1 inh: 39%
O=C(Nc1ccc2nc(SCC(=O)N3CCCc4ccccc43)sc2c1)c1cccc(Cl)c1
  TRHR agonist: -0.7	Apoferritin bind: 80%[activator]	Pol beta inh: 7%	12-LOX inh: -5%	Pol iota inh: 6%	BLM inh: -7%	ERG Ets-DNA blk: -2%	Pol kappa inh: -1%	APEX1 inh: /

(list continues)
SMILES,TRHR agonist,Apoferritin bind,Pol beta inh,12-LOX inh,Pol iota inh,BLM inh,ERG Ets-DNA blk,Pol kappa inh,APEX1 inh
Cc1ccc2c(c1)S(=O)(=O)c1ccc3ccccc3c1N2,/,/,/,-7%,51%[activator],/,7%,-7%,/
CN(C)S(=O)(=O)c1ccc(N2CCCC2)c(C(=O)NCc2ccc(Cl)cc2)c1,-0.7,-14%,24%,-22%,7%,-9%,5%,-15%,-2%
CCN(CC)S(=O)(=O)c1ccc2c(c1)nc(CCC(=O)Nc1cccc(C(F)(F)F)c1)n2CC,0.0,1%,10%,0%,-12%,-14%,6%,-7%,?
O=C1CSC(c2ccccc2F)N1c1ccccc1 (stereo not drawn),-0.4,8%,-6%,-2%,5%,2%,-2%,-11%,2%
O=C(NN1C(=O)C2C(C1=O)C1C=CC2C12CC2)c1cccnc1 (stereo not drawn),1.0,-3%,8%,-18%,101%[activator],-6%,2%,5%,6%
CC(C)NS(=O)(=O)c1ccc(CCC(=O)N2CCC(C(N)=O)CC2)cc1,-0.3,-11%,-8%,-5%,-14%,-6%,9%,2%,5%
Cc1cccc(NC(=S)N2CCN(c3ccc(F)cc3)CC2)c1,0.0,-2%,16%,-8%,19%,-2%,1%,5%,-6%
Cc1ccc(CCNC(=O)CN2N=C(c3ccc(C)cc3)CCC2=O)cc1,-1.2,?,12%,?,-30%,-4%,6%,-7%[60.1 µM],/
Cc1cc(C(=O)Nc2ccc(S(=O)(=O)Nc3onc(C)c3C)cc2)cs1,0.6,3%,-11%,0%,-6%,5%,-2%,0%,14%
CCOC(=O)c1c(NC(=O)CSc2nc3ccccc3c(=O)n2-c2ccccc2)sc(C(C)=O)c1C,-0.6,7%,11%,-2%,-2%,-6%,6%,-1%,2%
O=c1oc2c(CN3CCOCC3)c(O)ccc2cc1-c1ccccc1,0.7,/,-3%,-9%,7%,-4%,-4%,-4%[60.1 µM],/
CCOC(=O)C1CCCN(C(=O)C2CCN(S(=O)(=O)c3cccs3)CC2)C1 (stereo not drawn),0.0,1%,24%,20%,?,-1%,-1%,-5%,3%
COc1ccccc1CNCC(=O)Nc1ccc(C(F)(F)F)cc1,0.2,-8%,0%,?,0%,-1%,-11%,-7%,5%
COc1ccccc1-c1cn[nH]c1-c1ccc(OCc2ccccc2)cc1O,0.3,-5%,-17%,-4%,-11%,-19%,-11%,-2%,?
O=C(c1ccc(F)c(S(=O)(=O)N2CCOCC2)c1)N(c1ccccc1)c1ccccn1,0.8,-4%,-1%,8%,66%[activator],1%,11%,-8%,17%

Next records
SMILES,TRHR agonist,Apoferritin bind,Pol beta inh,12-LOX inh,Pol iota inh,BLM inh,ERG Ets-DNA blk,Pol kappa inh,APEX1 inh
CCOC(=O)C1=C(COc2ccc(F)cc2Cl)NC(=O)NC1c1cc(C)ccc1C (stereo not drawn),0.2,-7%,8%,-1%,-1%,-1%,/,-7%,0%
CCN(CC)C(=O)CSc1nc(O)c(Cc2ccccc2)c(=O)n1-c1ccccc1C,0.1,3%,35%,2%,-1%,0%,13%,-6%,?
CCn1c(SCC(=O)NCc2cccs2)nnc1-c1ccco1,0.5,-8%,16%,0%,?,0%,-2%,-20%,-2%
C=CCOC(=O)C1=C[C@@H](c2ccc(Br)cc2)C[C@@H](OCc2ccc(CO)cc2)O1,0.3,-19%,-10%,?,-14%,-12%,-4%,-32%,?
Cc1ccc(NC(=O)c2ccc(Cl)c(NC(=O)c3cccs3)c2)cc1,0.9,?,0%,376%[activator],17%,-7%,-2%,-4%,14%
COC(=O)/C=C/CC(C)OS(N)(=O)=O (stereo not drawn),0.0,-7%,1%,-5%,-5%,0%,-10%,0%,15%
COc1ccc(CCN2C(=O)C3C4CC(C5C(C(=O)N/N=C\c6ccc(Cl)cc6)=NOC45)C3C2=O)cc1OC (stereo not drawn),0.0,-17%,1%,-15%,17%,-5%,3%,-10%,0%
O=C(Nc1ccc(-c2csc(Nc3cccc(C(F)(F)F)c3)n2)cc1)c1cc([N+](=O)[O-])cc(C(F)(F)F)c1,-0.3,-7%,0%,7%,36%[activator],-5%,18%,-1%,1%
N#C/C(=C\c1cn(Cc2ccccc2)c2ccccc12)C(=O)NCc1ccco1,0.3,99%[activator],11%,23%,-21%,2%,0%,-2%,1%
CCOc1ccccc1C(=O)NCC(=O)NCc1ccc(S(=O)(=O)N2CCOCC2)cc1,0.2,/,/,256%[activator],31%,/,-9%,2%,33%[activator]
COc1ccc2c(c1)c(=O)c(C(=O)c1ccccc1)cn2Cc1ccc(C)cc1,-0.5,-20%,-1%,-44%,-12%,-4%,-3%,-7%,-4%
COc1ccc(CCn2c(N)c(S(=O)(=O)c3cccs3)c3nc4ccccc4nc32)cc1OC,-0.4,-9%,-1%,-2%,-4%,1%,/,-7%,-9%
COc1ccc(-n2c(C)c(C)c3c(NCCCO)ncnc32)cc1,-0.8,9%,5%,0%,96%[activator],-3%,11%,-6%,-3%
CCCc1ccc(C2Sc3ccccc3NC3=C2C(=O)c2ccccc23)cc1 (stereo not drawn),0.0,?,-1%,-27%,15%,-13%,-12%,-3%,/
COc1cc(OC)cc(C(=O)NCC(=O)N2CCN(Cc3ccccc3)CC2)c1,/,/,/,?,2%,/,15%,12%,20%
Cc1cc(Cl)ccc1OCc1nnc2n1CCCCC2,0.1,-17%,2%,?,8%,-3%,0%,-16%,2%

This is a subset; count on the stated rates, not on these rows.
